# Screens (PubChem BioAssay)
# CHRM1 agonist – human M1 muscarinic receptor agonism; CHO-K1 hM1, Fluo-8 calcium fluorescence, agonist mode; 0% DMSO, 100% acetylcholine EC100; actives 0.33% (n = 360,000); activation, % at 3 µM;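 active means activation above the run's mean compound activation plus 3 SD, cut at about 16% in these data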;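 further: peak over basal fluorescence ratio within a 140 s kinetic read after compound addition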
# Target sequence (P11229 whole entry, looked up): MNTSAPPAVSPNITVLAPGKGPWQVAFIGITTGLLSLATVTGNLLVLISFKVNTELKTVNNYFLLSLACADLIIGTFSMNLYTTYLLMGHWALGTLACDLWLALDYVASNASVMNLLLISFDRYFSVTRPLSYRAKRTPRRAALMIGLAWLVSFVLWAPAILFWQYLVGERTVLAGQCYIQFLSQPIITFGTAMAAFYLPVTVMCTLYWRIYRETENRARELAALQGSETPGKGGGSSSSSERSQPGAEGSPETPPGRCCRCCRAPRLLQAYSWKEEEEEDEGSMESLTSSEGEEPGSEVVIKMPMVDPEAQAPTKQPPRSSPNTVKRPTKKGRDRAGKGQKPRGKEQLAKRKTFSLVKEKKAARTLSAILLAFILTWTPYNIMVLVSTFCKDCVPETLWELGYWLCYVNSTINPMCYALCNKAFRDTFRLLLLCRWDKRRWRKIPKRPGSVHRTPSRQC
# CHRM4 agonist – CHRM4 agonism in calcium assay; activation, % at 3 µM; CHO-K1 hM4/Gqi5, Fluo-8 calcium fluorescence; vehicle 0%, full acetylcholine response 100%; P08173; actives 0.14% (n = 360,000);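 active means activation above the run mean over all test wells plus 3 SD, cut at about 32% in these data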;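 further: peak over basal fluorescence ratio per well then scaled between controls; 0% = DMSO wells and 100% = acetylcholine at EC100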
# M5 ag – CHRM5 agonism in calcium assay | P08912 | CHO-K1 hM5 cells, Fluo-8 calcium fluorescence; 0% DMSO wells, 100% maximal acetylcholine response | activation, % at 3 µM | actives 0.19% (n = 360,000) | AID 624037;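 active means activation above the run's mean over test compounds plus 3 SD, cut at about 23% in these data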;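 further: signal is peak over basal fluorescence ratio across the kinetic read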
# Target sequence (P08912 whole entry, looked up): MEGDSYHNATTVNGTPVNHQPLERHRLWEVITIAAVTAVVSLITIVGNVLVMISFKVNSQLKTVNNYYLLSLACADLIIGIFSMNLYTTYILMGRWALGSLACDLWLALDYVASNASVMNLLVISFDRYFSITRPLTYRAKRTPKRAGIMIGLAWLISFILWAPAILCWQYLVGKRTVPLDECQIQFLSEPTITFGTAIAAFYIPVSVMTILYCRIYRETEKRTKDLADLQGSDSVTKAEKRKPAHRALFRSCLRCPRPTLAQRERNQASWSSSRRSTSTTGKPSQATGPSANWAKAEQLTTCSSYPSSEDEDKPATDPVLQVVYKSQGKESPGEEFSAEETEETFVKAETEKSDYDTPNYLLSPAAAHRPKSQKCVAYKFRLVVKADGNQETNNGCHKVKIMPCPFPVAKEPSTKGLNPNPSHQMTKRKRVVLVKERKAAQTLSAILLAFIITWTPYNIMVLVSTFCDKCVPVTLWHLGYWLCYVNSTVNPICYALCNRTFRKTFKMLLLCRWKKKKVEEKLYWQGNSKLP
# TAAR1 ag – agonists of human TAAR1; CHO RD-HGA16 TAAR1, Fluo-8 calcium fluorescence; vehicle wells 0%, saturating PEA agonist 100%; activation, % at 3 µM; actives 0.99% (n = 360,000);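 active means activation above the mean activation of all test compounds in the run plus 3 SD, cut at about 38% in these data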
#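 Benchmarks: low control DMSO, high control PEA (EC100); System: CHO RD-HGA16 cells carrying human TAAR1 plus Gα16; Detection: Fluo-8 fluorescence, 5 s baseline then 140 s kinetic read; Schedule: 17-24 h plating, Fluo-8 75 min 37 °C, 30 min RT; Read-out basis: % activation from peak over basal fluorescence ratio, DMSO-to-PEA scaled.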
# CHRM4 antagonist – CHRM4 antagonism in calcium assay | CHO-hM4 cells, ACh EC80, Fluo-8 calcium fluorescence | AID 624125 | actives 0.73% (n = 360,000) | P08173 | inhibition, % at 3 µM;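 active means inhibition above its plate's cutoff, the mean inhibition of sample wells plus 3 SD, cut at about 27% in these data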;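 further: 0% = acetylcholine EC80 with DMSO and 100% = DMSO without agonist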
# CHRM1 PAM – positive allosteric modulators of human M1 muscarinic receptor; P11229; AID 588819; actives 0.088% (n = 360,000); CHO-K1 hM1, Fluo-8 calcium fluorescence, ACh EC20; 0% = ACh EC20, 100% = maximal ACh; activation, % at 3 µM; in the data active means activation above about 19%, passing the limit was not always enough
# CHRM1 antagonist – antagonists of human M1 muscarinic receptor; P11229; actives 1.3% (n = 360,000); CHO-K1 hM1, Fluo-8 calcium fluorescence, ACh EC80 antagonist; AID 588852; inhibition, % at 3 µM;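 active means percent inhibition above its own plate's cutoff, namely the mean of that plate's compound wells plus 3 SD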;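 further: peak over basal fluorescence ratio during 140 s after agonist addition; 0% = ACh EC80 plus DMSO and 100% = DMSO alone without agonist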
# CHRM5 PAM – potentiates acetylcholine response at human M5 receptor. P08912. CHO-K1 hM5, Fluo-8 calcium, ACh EC20 PAM; 0% = ACh EC20, 100% = ACh EC100. activation, % at 3 µM. actives 0.3% (n = 360,000). AID 624038;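 active means activation above the run cutoff, the mean activation of all test compounds plus 3 SD, cut at about 18% in these data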
#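 Probe or stimulus: acetylcholine, EC20 level; Assay system: human M5 receptor in CHO-K1 cells; Schedule: compound preincubation 140 s before EC20 acetylcholine addition; Technique: intracellular calcium via Fluo-8 fluorescence; Dosing: single-point, 3 µM nominal; Read-out basis: percent activation from peak-over-basal fluorescence ratio, scaled EC20-to-EC100 acetylcholine; Repeats: one well per compound, no replicates.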
# M5 antag – CHRM5 antagonism in calcium assay | P08912 | CHO-hM5 cells, Fluo-8 calcium fluorescence, ACh EC80 | inhibition, % at 3 µM | actives 0.59% (n = 360,000) | AID 624040;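 active means inhibition above a per-plate cutoff, the mean of that plate's test compounds plus 3 SD, cut at about 27% in these data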;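 further: 0% = acetylcholine EC80 with DMSO and 100% = DMSO without agonist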
# Starred values were filed as active, the others as inactive; x = no result given. A portion of the library; rates above refer to the full screens.
1) CC1CCN(C(=O)c2ccc(N(C)S(C)(=O)=O)cc2)CC1
2) O=C(COc1ccccc1)Nc1nnc(-c2ccc(Cl)s2)o1
3) Cc1cc(/C=C2\SC(=S)N(C)C2=O)c(C)n1-c1cccc(O)c1
4) O=C(Nc1ccc2nsnc2c1)c1ccc2c(c1)OCO2
5) COc1ccccc1CN1CC(C(=O)NCc2ncccc2C)CCC1=O (stereo unspecified)
6) CCN(Cc1ccccc1)c1c(C(=O)O)cnc2c1cnn2C
7) CCOC(=O)c1c(C)n(C)c2ccc(OCC(O)CN3CCCCCC3)cc12 (stereo unspecified)
8) O=C(NNC(=O)c1ccccc1-n1cccc1)c1ccccc1
9) COc1ccccc1CC(=O)NC1CC(C)(C)NC(C)(C)C1
10) C=CCn1c(-c2cccnc2)n[nH]c1=S

entry no.	1	2	3	4	5	6	7	8	9	10
CHRM1 agonist	-2	-2	-2	0	-4	-5	-12	-1	-4	-4
CHRM4 agonist	0	-1	5	1	0	1	0	1	0	2
M5 ag	-5	1	5	2	-4	-2	-5	-3	-4	-1
TAAR1 ag	5	-1	0	x	3	9	-2	10	6	0
CHRM4 antagonist	3	3	-1	-5	9	0	-12	-3	-2	3
CHRM1 PAM	-1	4	6	5	7	9	8	-6	2	6
CHRM1 antagonist	2	-4	-11	-10	-6	-12	-8	5	-26	-11
CHRM5 PAM	3	-1	-5	-2	3	1	11	-4	0	-6
M5 antag	-10	5	11	5	11	-2	-7	-5	3	5

11) Cc1cccc2cc(C(c3nnnn3C(C)(C)C)N(Cc3ccco3)CC3CCCO3)c(=O)[nH]c12 (stereo unspecified)
12) Cc1ccc2cc(C#N)c(SCc3nnc(-c4ccccc4[N+](=O)[O-])o3)nc2c1
13) CC(S(=O)(=O)c1ccccc1)S(=O)(=O)c1ccccc1
14) Cc1ccc(S(=O)(=O)N(C)CC(=O)NNC(=O)CCNS(=O)(=O)c2cccc(C)c2)cc1
15) Cc1sc(Nc2ccc([N+](=O)[O-])cc2)nc1-c1c(C)n(C)n(-c2ccccc2)c1=O
16) Cc1ccsc1C(=O)Nc1ccc(OCc2ccccc2)cc1
17) Fc1ccc2[nH]c3c(N4CCSCC4)ncnc3c2c1
18) Cc1ccc(S(=O)(=O)c2nc(S(C)(=O)=O)sc2N2CCC3(CC2)OCCO3)cc1
19) CC(C)c1cc(C(=O)NNC(=S)NC2CCCCC2)cs1
20) NS(=O)(=O)c1ccc(CCNc2ccn3nc(-c4ccccc4)cc3n2)cc1

entry no.	11	12	13	14	15	16	17	18	19	20
CHRM1 agonist	-6	-5	-3	-4	-3	-12	6	-3	1	-5
CHRM4 agonist	1	2	1	0	0	1	23	1	1	10
M5 ag	-3	-1	-1	-1	-1	-3	8	-6	0	0
TAAR1 ag	6	0	2	1	11	17	21	5	-1	8
CHRM4 antagonist	8	-5	-1	12	6	18	21	-11	0	-9
CHRM1 PAM	4	7	2	14	6	-5	-17	6	9	-7
CHRM1 antagonist	-9	-2	-6	-9	-8	6	41*	-7	-10	11
CHRM5 PAM	3	-2	-3	-1	-1	-3	-20	-3	-1	-13
M5 antag	-10	1	16	12	-1	7	16	7	13	14

21) O=C(N/N=C/c1cc(Cl)cc([N+](=O)[O-])c1O)C(O)(c1ccccc1)c1ccccc1
22) COc1ccc(CN2CCC(=O)N([C@H](CO)c3ccccc3)CC2)cc1
23) Cc1ccc(S(=O)(=O)N2CCCCC2)cc1NC(=O)COC(=O)c1ccc2c(c1)OCO2
24) CC(=O)NCc1c(Cl)cccc1-n1cccc1
25) NS(=O)(=O)c1ccc(CCNC(=S)Nc2ccc(F)cc2)cc1
26) Cn1c(NCCCN2CCOCC2)nc2c1c(=O)n(Cc1ccc(Cl)c(Cl)c1)c(=O)n2C
27) COC(=O)c1c(NC(=O)CC2SC(N)=NC2=O)sc2c1CCC(C(C)(C)C)C2 (stereo unspecified)
28) C[C@H]1CCC[C@]2(O[C@H](CCO)C[C@H](O)[C@H]2O)O1
29) COc1ccc(C(=O)c2c[nH]c(C(=O)N=CN(C)C)c2)cc1
30) Cc1cnn(-c2cc(Oc3ccccc3)ncn2)c1

entry no.	21	22	23	24	25	26	27	28	29	30
CHRM1 agonist	-3	-1	0	-2	-6	-6	-1	-2	-3	-1
CHRM4 agonist	2	3	1	0	0	7	0	2	1	0
M5 ag	0	-6	0	0	-2	-3	3	1	-2	-5
TAAR1 ag	42*	18	2	2	4	5	2	6	11	23
CHRM4 antagonist	-11	-4	7	0	9	-2	4	-2	-4	1
CHRM1 PAM	4	4	2	2	7	-11	5	-4	4	-2
CHRM1 antagonist	-11	-6	-2	-2	-3	0	-3	11	-2	9
CHRM5 PAM	1	5	-6	1	-6	1	2	4	-2	1
M5 antag	4	4	-1	1	7	-3	2	7	-3	0

31) CCN(C1=NS(=O)(=O)c2ccccc21)N(CC)S(=O)(=O)c1ccc(C)cc1
32) Cc1ccc(NC(=O)C2(C)CCN2C(=O)c2ccccc2CCc2ccccc2)cc1C (stereo unspecified)
33) Oc1ccccc1N=Cc1c(O)ccc2ccccc12
34) c1csc(-c2nc(-c3ccncc3)no2)c1
35) Cc1cc([N+](=O)[O-])c2[nH]c(C(=O)N/N=C/c3ccccc3C(=O)O)c(-c3ccccc3)c2c1
36) N#Cc1c(N)sc2c1CCCCCC2
37) Cc1ccc([C@@H]2[C@@H]3C(=O)N(c4ccccc4)C(=O)[C@@H]3[C@]3(Cc4ccccc4)C(=O)N(CC4CC4)CC(=O)N23)o1
38) C=CC[C@H](CC(=O)OC(C)(C)C)C(=O)OC[C@H]1CCCN1C(=O)[C@H](CC=C)CC(=O)N(CCO)Cc1ccccc1
39) O=S1(=O)CC(N2CC=CC2)CN1Cc1ccccc1 (stereo unspecified)
40) CCOc1ccc(Nc2nc(NCC3CCCO3)c3ccccc3n2)cc1 (stereo unspecified)

entry no.	31	32	33	34	35	36	37	38	39	40
CHRM1 agonist	-8	-3	22*	-4	0	-11	-3	-4	-7	-14
CHRM4 agonist	-1	0	8	-1	8	0	3	10	1	8
M5 ag	-5	-2	4	0	2	-4	4	-1	1	-2
TAAR1 ag	14	-1	36	5	13	3	0	8	6	22
CHRM4 antagonist	-8	4	8	10	-3	3	-4	0	-17	0
CHRM1 PAM	-1	5	3	1	6	4	9	6	14	-9
CHRM1 antagonist	-1	-13	7	-1	-8	-5	8	3	-12	-2
CHRM5 PAM	-8	1	0	-3	2	0	7	-6	5	-3
M5 antag	4	-4	11	6	1	4	0	1	0	8

# Two entries picked at random from those above, as already listed:
37) Cc1ccc([C@@H]2[C@@H]3C(=O)N(c4ccccc4)C(=O)[C@@H]3[C@]3(Cc4ccccc4)C(=O)N(CC4CC4)CC(=O)N23)o1
35) Cc1cc([N+](=O)[O-])c2[nH]c(C(=O)N/N=C/c3ccccc3C(=O)O)c(-c3ccccc3)c2c1

entry no.	37	35
CHRM1 agonist	-3	0
CHRM4 agonist	3	8
M5 ag	4	2
TAAR1 ag	0	13
CHRM4 antagonist	-4	-3
CHRM1 PAM	9	6
CHRM1 antagonist	8	-8
CHRM5 PAM	7	2
M5 antag	0	1

# Following part
41) Cc1cc(C)nc(Nc2ccc(C)c([N+](=O)[O-])c2)n1
42) O=C(c1ccccc1)c1ccccc1C(=O)N1CCN(C(=O)c2ccccc2)CC1
43) O=C(NNCC(O)COc1ccccc1)c1ccccc1 (stereo unspecified)
44) O=C(/C=C/c1ccc(F)cc1)Nc1ccc(S(=O)(=O)N2CCOCC2)cc1
45) COCCOC(=O)c1c(C)nc(SCC(=O)Nc2cccc3ccccc23)c(C#N)c1-c1ccco1
46) COc1ccc(C2=NOC(C(=O)O)C2)cc1 (stereo unspecified)
47) O=C1NC(=S)N/C1=C\c1ccccc1OCc1ccc(C(=O)O)cc1
48) Cc1ccc2c(c1)C1CN(C)CCC1N2C(=O)Nc1ccc(Cl)cc1 (stereo unspecified)
49) O=C1c2cccc3c([N+](=O)[O-])ccc(c23)C(=O)N1O
50) COc1cc(/C=N/NC(=Nc2ccc(C)cc2)c2nc3ccccc3s2)ccc1O

entry no.	41	42	43	44	45	46	47	48	49	50
CHRM1 agonist	-10	-5	0	0	-1	-5	34*	-4	-3	-3
CHRM4 agonist	-1	3	1	1	2	0	0	31	-1	-2
M5 ag	-3	-1	1	-3	-8	2	-4	5	-3	1
TAAR1 ag	0	2	1	6	2	6	2	24	-2	6
CHRM4 antagonist	0	-6	-1	2	-1	-3	2	-2	5	8
CHRM1 PAM	10	13	6	2	-5	6	11	-17	2	3
CHRM1 antagonist	-10	-13	9	20	17	-10	-20	20	5	-3
CHRM5 PAM	0	3	6	-4	-5	1	7	-14	-5	-9
M5 antag	4	6	-8	4	1	-9	6	19	14	12

# Filtered by structure: those above containing a tert-butyl group.
11) Cc1cccc2cc(C(c3nnnn3C(C)(C)C)N(Cc3ccco3)CC3CCCO3)c(=O)[nH]c12 (stereo unspecified)
27) COC(=O)c1c(NC(=O)CC2SC(N)=NC2=O)sc2c1CCC(C(C)(C)C)C2 (stereo unspecified)
38) C=CC[C@H](CC(=O)OC(C)(C)C)C(=O)OC[C@H]1CCCN1C(=O)[C@H](CC=C)CC(=O)N(CCO)Cc1ccccc1

entry no.	11	27	38
CHRM1 agonist	-6	-1	-4
CHRM4 agonist	1	0	10
M5 ag	-3	3	-1
TAAR1 ag	6	2	8
CHRM4 antagonist	8	4	0
CHRM1 PAM	4	5	6
CHRM1 antagonist	-9	-3	3
CHRM5 PAM	3	2	-6
M5 antag	-10	2	1

# (continued)
51) CC(=O)N1CCN(S(=O)(=O)c2cccc(C(=O)N(Cc3ccccc3)c3cccc(C)c3)c2)CC1
52) CC(NC(=O)c1ccccc1)c1ccc(F)cc1 (stereo unspecified)
53) CNC(=O)C1(C)CCN1C(=O)c1ccccc1CCc1ccccc1 (stereo unspecified)
54) N#C/C(=C\c1ccc([N+](=O)[O-])o1)C(=O)Nc1ccc(F)cc1
55) COc1ccccc1NS(=O)(=O)c1cccc(C(=O)N/N=C/c2ccccc2OCC(=O)O)c1
56) CCc1nc(-c2ccc(-c3ccc(OC)cc3)nc2OC)no1
57) O=S(=O)(NCc1nc2ccccc2[nH]1)c1ccccc1
58) CCOC(=O)NC(=S)Nc1ccc(C(C)(C)C)cc1
59) Cn1c(=O)c(=O)n(C)c2cc(N3CCOCC3)c(NS(=O)(=O)c3ccc(Br)cc3)cc21

entry no.	51	52	53	54	55	56	57	58	59
CHRM1 agonist	-4	-10	-3	1	-3	-3	1	-7	-1
CHRM4 agonist	8	0	2	8	2	-1	3	-1	2
M5 ag	-4	-4	0	9	2	-2	-4	-10	-3
TAAR1 ag	3	1	2	3	3	5	2	2	0
CHRM4 antagonist	-11	7	-9	1	-1	5	15	0	-1
CHRM1 PAM	3	6	3	5	4	1	5	-10	6
CHRM1 antagonist	-5	1	-4	-6	-4	2	-8	6	2
CHRM5 PAM	-6	3	0	0	4	-1	-8	-7	2
M5 antag	4	-10	4	5	4	-3	20	11	0
